Compound activity deposited in PubChem BioAssay by The Scripps Research Institute Molecular Screening Center.
OX1R antag-1 – OX1R (HCRTR1) antagonists, primary screen, fluorescence, CHO/OX1R cells, Fluo-8 calcium, orexin A; Orexin/Hypocretin receptor type 1 (Homo sapiens), O43613; Fluo-8 calcium fluorescence; inhibition, % at 5 µM; 330,000 tested, 0.43% active; AID 434989, 2010;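 active means inhibition above its plate's threshold, mean inhibition of all tested compounds on the plate plus 3 SD, cut at about 37% in these data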;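 further: 0% = orexin A challenge wells and 100% = SB-334867-A antagonist wells; not every result past the cut was called active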
Target sequence (O43613 whole entry, looked up): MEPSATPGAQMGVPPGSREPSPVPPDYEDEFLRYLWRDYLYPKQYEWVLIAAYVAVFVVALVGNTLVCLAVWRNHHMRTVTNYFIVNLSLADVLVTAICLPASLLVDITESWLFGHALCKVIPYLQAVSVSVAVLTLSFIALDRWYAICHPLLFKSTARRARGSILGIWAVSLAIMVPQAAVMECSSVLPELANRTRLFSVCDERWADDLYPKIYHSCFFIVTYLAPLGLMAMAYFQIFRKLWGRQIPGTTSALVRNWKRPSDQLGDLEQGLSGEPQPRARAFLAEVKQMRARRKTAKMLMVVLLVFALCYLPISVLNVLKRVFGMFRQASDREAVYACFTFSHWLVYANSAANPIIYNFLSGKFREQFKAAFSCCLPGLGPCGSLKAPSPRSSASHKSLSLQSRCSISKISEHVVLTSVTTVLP
OX1R antag-2 – antagonists of human orexin 1 receptor (OX1R) | Orexin/Hypocretin receptor type 1 (Homo sapiens), O43613 | OX1R-expressing cells, FRET antagonist read-out | inhibition, % at 6.6 µM | 330,000 tested, 1.8% active | AID 485270, 2010; in the data active means inhibition mostly above about 38%, no sharp cut-off; inactive means mostly below about 40%;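 further: 0% = agonist challenge alone and 100% = reference antagonist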
An asterisk follows results filed as active.

molecule	OX1R antag-1	OX1R antag-2
CCOC(=O)c1c(C)[nH]c(C(=O)OCC(=O)N(CC(C)C)c2c(N)n(Cc3ccccc3)c(=O)[nH]c2=O)c1C	-30	22
c1ccc(-c2ccccc2OCCOCCN2CCNCC2)cc1	-6	4
CC(C)OP(=O)(c1ccc(N(C)C)cc1)C(O)c1ccccc1 (centres undefined)	7	1
CC(C)Oc1ccc(OCCn2c(=S)[nH]c3c(N)ncnc32)cc1	7	14
CCC(C)c1ccc(NC(=S)N2CCN(c3ccccn3)CC2)cc1 (centres undefined)	2	3
CN(C)S(=O)(=O)c1cccc(COc2ncnc3c(Cl)cc(Cl)cc23)c1	-9	-2
COc1ccc(NC(=O)CN2CCN(CC(=O)Nc3ccc4c(c3)OCO4)CC2)cc1	-3	8
C/C(=N/NC(=O)c1ccoc1C)c1ccc(N2CCOCC2)cc1	-9	12
CCOC(=O)C(C)Sc1ncc(-c2ccccc2)cn1 (centres undefined)	-23	15
Cn1ncc(C#N)c1NC(=O)C1CC(c2ccccc2Cl)=NO1 (centres undefined)	0	6
COc1ccc(N(CC(=O)NCCSCc2ccc(Cl)cc2)S(C)(=O)=O)cc1Cl	-21	13
Cc1cccc(C)c1OCc1nnc(SCC(=O)Nc2nccs2)n1-c1ccccc1	-11	19
O=C(CCN1C(=O)COc2ccccc21)NCCN1CCN(c2cccc(Cl)c2)CC1	-23	12
Cc1ccc(/C=C2\SC(=S)N(C(Cc3ccccc3)C(=O)O)C2=O)cc1 (centres undefined)	-3	28
O=S(=O)(Nc1nc2ccccc2s1)c1cnc(Cl)c(Br)c1	-13	54
COc1ccc(N2CCN(Cc3oc(CO)cc(=O)c3O)CC2)cc1	2	16
Fc1ccccc1-c1nc(NCCCN2CCOCC2)c2ccccc2n1	-29	25
COCCn1c(C)nc2oc3ccc(Br)cc3c(=O)c2c1=O	-20	11
CC1(C)Cc2cccc(OCC(=O)Nc3cccnc3)c2O1	-3	0
CCOC(=O)Cn1nnnc1CN(Cc1ccc(OC)cc1)Cc1cc2cc(C)ccc2[nH]c1=O	-13	7
O=C(O)c1ccccc1C(=O)Nc1cccc([N+](=O)[O-])c1	-1	9
CC(=O)Nc1ccc(NC(=O)C(C)OC(=O)C2(c3ccc(F)cc3)CCCC2)cc1 (centres undefined)	-18	19
CCSc1ccc2nnc(-c3ccc(F)cc3)n2n1	-12	11
Cc1ccc(-c2nnn(CCC(=O)N3CCCCC3C)n2)cc1 (centres undefined)	-27	-2
CCOc1ccc(Br)cc1C(=O)N/N=C/c1c[nH]c2ccccc12	-5	22
CCC(=O)N1CCN(c2ccccc2NC(=O)c2cccs2)CC1	7	1
COc1ccc(NS(=O)(=O)c2cccc3nonc23)c(OC)c1	-20	26
COc1cc(S(=O)(=O)NCCCn2ccnc2)ccc1Cl	-17	11
C=CC[n+]1c(C)csc1Nc1cccc(Br)c1	-26	25
CSc1nc2c(c(C(F)(F)F)n1)CC(C)CC2 (centres undefined)	-11	-5
Cc1cccc(C(=O)N2CCc3cc(-c4nc(NC(=O)Cn5nnc6ccccc6c5=O)sc4C)ccc32)c1	-10	19
COc1ccc(NC(C)=O)cc1NC(=O)c1cccc(S(=O)(=O)N2CCc3ccccc32)c1	-11	19
CN(C)S(=O)(=O)c1ccc(Cl)c(C(=O)Nc2nc3ccccc3[nH]2)c1	-24	14
CCOC(=O)C1=C(C)N=c2s/c(=C\c3ccc(OCC(=O)O)c(OC)c3)c(=O)n2C1c1ccc(OC)cc1 (centres undefined)	-9	8
Cc1ccc(NC(=O)CNC(=O)OCc2ccccc2)cc1C	-24	0
Cc1nn(C)c(C)c1NS(=O)(=O)c1ccc(N2CCCC2=O)cc1	-9	24
COc1ccc(CN2CCNC(=O)C2CC(=O)NCCCn2cccn2)cc1C (centres undefined)	-10	9
CC(C)(C)N(Cc1cc2ccccc2[nH]c1=O)C(=O)c1cccnc1	-10	20
Cc1ccc2nc(SCC(=O)O)nc(C)c2c1	-1	1
CCOC(=O)Cn1cc(Cl)c(=O)c(Cl)c1	-11	3
CCN(CC(=O)NC1CCS(=O)(=O)C1)S(=O)(=O)c1cccc(C(C)=O)c1 (centres undefined)	-5	9
COc1cccc(C(=O)N2CCN(Cc3ccccc3Br)CC2)c1	-30	1
COc1ccc(-c2nc(N)n[nH]2)cc1OC	0	21
CCNC(=O)c1cnn(-c2ccccc2)c1-c1ccccc1	-9	15
CCO[C@H]1OC(C(=O)N2CCN(C)CC2)=C[C@@H](C)[C@@H]1CCCO	-14	21
Cn1nnnc1SCc1csc(C2C(C#N)=C(N)OC3=C2C(=O)CCC3)c1 (centres undefined)	-7	9
CCN1CCCC1CNCc1cccc(OC)c1OCc1ccccc1F (centres undefined)	-10	2
C=CC[C@@H](CC(=O)N(CCO)Cc1ccccc1)C(=O)N[C@@H](C)COC(=O)[C@@H](CC=C)Cc1ccc(F)cc1	-10	10
O=C(Nc1ccc(Cc2ccncc2)cc1)C1CC1	10	2
CCN1CCN(C(c2cccs2)C(C)NC(=S)Nc2cc(C)ccc2C)CC1 (centres undefined)	-15	18

(more compounds)
molecule	OX1R antag-1	OX1R antag-2
O=C(c1ccc(Br)o1)N1CCN(C23CC4CC(CC(C4)C2)C3)CC1	-18	33
Cc1[nH]c(=S)[nH]c(=O)c1CCCO	-18	0
O=C(NCc1ccco1)c1cnn2cccnc12	-1	18
O=C(NNS(=O)(=O)c1ccc(Cl)cc1)C1CCN(Cc2ccccc2)CC1	-21	7
COc1ccc(NC(=O)C(CC(C)C)NC(=O)C2CCCCC2)c(OC)c1 (centres undefined)	-21	7
O=C(N1CCN(Cc2ccccc2)CC1)C12CC3CC(CC(C3)C1)C2	-15	2
Cc1ccc(NC(=O)c2ccc(Cl)c(S(=O)(=O)N3CCCCC3)c2)nc1	-12	19
CCC(C(=O)NC1CC1)n1nc(C)c2c(C)n(-c3ccc(C)cc3)nc2c1=O (centres undefined)	-15	16
COCc1nnc(NC(=O)c2cccc(NC(=O)c3ccccc3)c2)s1	-17	35
O=C(CC1C(=O)NCCN1C(=O)c1ccc([N+](=O)[O-])cc1)Nc1ccc(F)cc1 (centres undefined)	-5	21
CCN(CC)CCNC(=O)c1c(O)c2cc(OC)c(OC)cc2[nH]c1=O	2	14
CCOc1ccc(N2C(=O)CC(NCCNc3ccc(C(=O)c4cccs4)cc3)C2=O)cc1 (centres undefined)	-40	11
Nc1nc(CSc2n[nH]c(-c3ccccc3)n2)nc(Nc2ccccc2)n1	-2	33
Cc1cc(C(=O)CCC(=O)N2CCN(c3ccccc3O)CC2)c(C)s1	-34	7
O=C(NCc1ccco1)/C(=C\c1ccco1)NC(=O)c1ccc(Br)o1	-9	10
O=C(c1ccc(CS(=O)Cc2ccc(Cl)cc2)o1)N1CCN(c2ccc(F)cc2)CC1 (centres undefined)	-30	7
CCOC(=O)COc1cccc2c(=O)n(CC(=O)NCCc3ccccc3)ccc12	-4	7
O=C(Cc1ccccc1)NCC(=O)N/N=C/c1cccs1	-13	9
CC1CCCCN1S(=O)(=O)c1ccc2c(c1)CCN2C(=O)CCC(=O)O (centres undefined)	22	6
CC1CCN(S(=O)(=O)CCNC(=O)c2ccc(F)cc2)CC1	1	4
CCCCNC(=O)c1ccccc1NC(=O)CN(c1ccccc1)S(=O)(=O)N(C)C	-20	16
CC(C)(CNC(=O)c1cccc(NS(=O)(=O)c2ccc(Br)cc2)c1)N1CCOCC1	-40	-1
COc1ccc(-c2nnc(SCC(=O)N3CCc4ccccc4C3)o2)cc1	9	16
CC(=O)C1=C(O)C(=O)N(c2ccc(Br)cc2)C1c1ccc([N+](=O)[O-])cc1 (centres undefined)	-19	9
Cc1[nH]n(-c2ccccc2)c(=O)c1N=Nc1cccc(S(=O)(=O)N2CCOCC2)c1	-13	10
CCOC(=O)c1cnc2ccc(C(=O)OC)cc2c1Nc1cccc(C(=O)O)c1	-8	18
COC(=O)c1cccc(Nc2cc(C)nc(-c3ccccc3O)n2)c1	-19	18
Cc1ccc(C(C)C)c(OCC(=O)NC(=S)Nc2ccccc2N2CCOCC2)c1	-31	1
Cc1ccc(C(=O)OCC(=O)Nc2cccc(S(=O)(=O)NC3=NCCCCC3)c2)c(C)c1	-24	0
Cc1ccc(S(=O)(=O)N2CCCCC2)cc1NC(=O)Cn1ccsc1=N	-15	17
CC(=O)N1c2ccc(S(=O)(=O)N3CCC(C(=O)Nc4ncccc4C)CC3)cc2CC1C (centres undefined)	-24	22
COc1cccc(CNC(=O)Cn2ccc3cc(S(=O)(=O)N4CCC(C)CC4)ccc32)c1	-13	14
Cc1cc(C(C)(C)C)ccc1OCCOCCN1CCCC1	-9	18
CS(=O)(=O)c1ccc(N2CCOCC2)c(S(C)(=O)=O)c1	1	0
O=c1c2cn[nH]c2nc(SCc2ccc3c(c2)OCCO3)n1-c1ccccc1	-18	20
O=C(Nc1cc(Cl)ccc1Cl)c1cc(-c2ccco2)on1	-11	9
CCCCOc1ccc(C(=O)Nc2ccc3c(c2)OCO3)cc1	-13	13
CCOc1ccc(NC(=O)c2c(NC(=O)CNCCN3CCOCC3)sc3c2CCC3)cc1	-19	6
Cc1ccc2c(C)c(C(=O)N(Cc3cccs3)C3CCS(=O)(=O)C3)oc2c1 (centres undefined)	-49	17
CC1=C(C(=O)Nc2ccc(C)cc2)C(c2cccs2)NC(=S)N1 (centres undefined)	-8	6

In another format: entries from further up.
CS(=O)(=O)c1ccc(N2CCOCC2)c(S(C)(=O)=O)c1
- OX1R antag-1 = 1
- OX1R antag-2 = 0

O=C(Nc1cc(Cl)ccc1Cl)c1cc(-c2ccco2)on1
- OX1R antag-1 = -11
- OX1R antag-2 = 9

COc1cccc(CNC(=O)Cn2ccc3cc(S(=O)(=O)N4CCC(C)CC4)ccc32)c1
- OX1R antag-1 = -13
- OX1R antag-2 = 14

6 successive compounds out of the list so far, for reference:
molecule	OX1R antag-1	OX1R antag-2
CC(=O)N1c2ccc(S(=O)(=O)N3CCC(C(=O)Nc4ncccc4C)CC3)cc2CC1C (centres undefined)	-24	22
COc1cccc(CNC(=O)Cn2ccc3cc(S(=O)(=O)N4CCC(C)CC4)ccc32)c1	-13	14
Cc1cc(C(C)(C)C)ccc1OCCOCCN1CCCC1	-9	18
CS(=O)(=O)c1ccc(N2CCOCC2)c(S(C)(=O)=O)c1	1	0
O=c1c2cn[nH]c2nc(SCc2ccc3c(c2)OCCO3)n1-c1ccccc1	-18	20
O=C(Nc1cc(Cl)ccc1Cl)c1cc(-c2ccco2)on1	-11	9

Remaining list, next part:
molecule	OX1R antag-1	OX1R antag-2
O=C(CSc1ccccn1)N1CCc2ccccc21	-12	12
COc1ccc(C(=O)COC(=O)CCS(=O)(=O)c2ccc(C)cc2)c(OC)c1	-22	28
COc1ccc(OCC(=O)Nc2ccc3oc(=O)ccc3c2)cc1	-8	17
Cn1ncc(Cl)c1C(=O)Nc1cccc(Cl)c1	-18	18
O=C(c1ccccc1)N1N=C(c2ccco2)CC1c1cccs1 (centres undefined)	-3	35
Cc1ccc(S(=O)(=O)NC(=O)NCCc2ccccc2)cc1	-12	25
O=C(Nc1nc(-c2ccccc2)cs1)c1cccc([N+](=O)[O-])c1C(=O)O	-9	13
Cc1ccc(C)c(C(=O)c2c(C)nc3sccn23)c1	-19	23
Cc1ccc(C(=O)NC(C)c2nc3ccccc3n2CC(=O)Nc2c(C)cc(C)cc2C)cc1 (centres undefined)	-29	6
O=C(NNC(=O)C1CCCCC1)C(=O)NC1CCCCC1	-2	4
O=C(Cc1c(F)cccc1Cl)N/N=C/c1cccs1	-20	9
C=CC[C@@H](CC(=O)N[C@@H](CO)Cc1ccccc1)C(=O)N[C@H](COC(=O)[C@@H](CC=C)Cc1ccc(F)cc1)Cc1ccccc1	-2	9
CCc1nc(C)ccc1OCC(=O)NCCCN(C)C	-4	12
COc1ccc(/C=C(/C(=O)c2ccc(Cl)cc2Cl)n2cncn2)cc1	-19	33
CC(C)C(c1nnnn1C1CCCC1)N1CCOCC1 (centres undefined)	-13	10
Cc1ccc(SCc2[nH]nc3c2C(c2cccnc2)C(C#N)=C(N)O3)cc1 (centres undefined)	-18	27
Cc1cc(NC(=O)CSc2nnnn2-c2ccc(C)c(Cl)c2)no1	-24	20
O=C(NCCCN1CCOCC1)c1cc(-c2ccc(Br)cc2)nc2ccccc12	-33	23
Cc1c(C#N)c2ccccc2n1CC(=O)NCCc1c[nH]c2ccccc12	-19	13
CC(C)N(C(=O)Cn1cc(SCC(=O)NCC2CCCO2)c2ccccc21)C(C)C (centres undefined)	-23	20
